# Screens as filed in PubChem BioAssay.
# NLRP3 yeast inh = blocks the NALP3 inflammasome reconstituted in yeast | 330,000 compounds, 0.39% hits | inhibition, % at 10 µM | AID 2825 | Yeast reconstituted NLRP3/ASC/caspase-1, beta-gal luminescence, 24 h;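 active = inhibition of 50% or more; inactive = inhibition below 50%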;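 also: plate controls were induced DMSO wells for no effect and uninduced yeast grown without galactose for full effect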
# TIM10 inh = TIM10 yeast growth inhibition; S. cerevisiae TIM10 strain growth, BacTiter-Glo luminescence, 24 h; inhibition, % at 10 µM; 330,000 compounds, 1.4% hits; AID 463195;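 active = inhibition of 40% or more at the single tested concentration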;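 also: wild-type TIM10 isogenic control strain grown at permissive 25 °C; 0% = DMSO yeast wells and 100% = minimal medium wells without yeast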
# Mdm2 MdmX PPI = disrupts the human Mdm2-MdmX interaction. SaOS-2 split-luciferase Mdm2/MdmX complementation, luminescence. inhibition, % at 8 µM. 330,000 compounds, 3% hits. AID 485346;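 active = inhibition of at least 50% at 8 µM in the primary screen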
# Target sequence (O15151 whole entry, looked up): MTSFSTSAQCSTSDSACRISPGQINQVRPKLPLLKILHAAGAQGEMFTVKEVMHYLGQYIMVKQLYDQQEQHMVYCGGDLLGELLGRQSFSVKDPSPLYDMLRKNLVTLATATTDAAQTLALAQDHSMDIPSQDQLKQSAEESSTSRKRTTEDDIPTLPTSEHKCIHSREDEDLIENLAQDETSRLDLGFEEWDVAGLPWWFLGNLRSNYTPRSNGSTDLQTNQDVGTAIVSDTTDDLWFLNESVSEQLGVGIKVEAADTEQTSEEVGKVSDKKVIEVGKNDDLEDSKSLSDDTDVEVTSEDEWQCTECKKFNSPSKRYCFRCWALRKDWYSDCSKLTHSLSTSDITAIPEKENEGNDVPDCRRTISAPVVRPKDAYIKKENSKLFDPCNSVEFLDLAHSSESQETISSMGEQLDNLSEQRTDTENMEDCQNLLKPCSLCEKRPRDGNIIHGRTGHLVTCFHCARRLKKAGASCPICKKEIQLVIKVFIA
# Target sequence (Q00987 whole entry, looked up): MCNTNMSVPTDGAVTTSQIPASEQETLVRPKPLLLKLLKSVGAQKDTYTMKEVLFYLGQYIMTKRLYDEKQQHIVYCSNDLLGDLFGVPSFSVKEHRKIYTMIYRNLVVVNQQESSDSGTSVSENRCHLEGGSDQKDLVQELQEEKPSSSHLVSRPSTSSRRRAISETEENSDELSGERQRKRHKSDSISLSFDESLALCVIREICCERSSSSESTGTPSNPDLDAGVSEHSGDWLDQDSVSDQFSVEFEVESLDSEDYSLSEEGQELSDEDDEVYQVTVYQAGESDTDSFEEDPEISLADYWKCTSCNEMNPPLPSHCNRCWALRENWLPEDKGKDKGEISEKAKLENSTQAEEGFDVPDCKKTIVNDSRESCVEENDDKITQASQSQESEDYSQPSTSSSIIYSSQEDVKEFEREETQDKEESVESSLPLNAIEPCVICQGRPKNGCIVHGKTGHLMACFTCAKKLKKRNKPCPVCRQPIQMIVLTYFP
# APJ ag = APJ receptor agonism | 330,000 compounds, 0.11% hits | P35414 | activation, % at 20 µM | CHO-K1 APJ PathHunter beta-arrestin, luminescence; 0% DMSO wells, 100% apelin;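 active = activation more than six SD over the plate average, tested at 20 µM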;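 also: 0% = DMSO alone and 100% = apelin-13 at 10 nM; some results filed as inactive read as strong as hits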
#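 Test system: CHO-K1 APJ beta-arrestin complementation cell line. Amount: cell density 1000 per well. Controls: DMSO negative, 10 nM Apelin-13 positive. Signal: luminescent beta-gal fragment complementation, chemiluminescent substrate. Read-out basis: agonist-driven arrestin binding to APJ. Timing: compound stimulation 90 min at 25 °C, detection 60 min.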
# XBP1 UPR activ = adaptive UPR (XBP1) activation. CHO-XBP1 luciferase reporter, IRE1-XBP1 UPR activation, luminescence; percent of tunicamycin response, DMSO as zero. activation, % at 20 µM. 330,000 compounds, 0.33% hits;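 active = versus positive control, 20 µM dose yields 30% or more activation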;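 also: 100% = tunicamycin at 10 µg/mL and 0% = DMSO only wells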
#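 Material: CHO cell line with stable XBP1 luciferase reporter; schedule: 16-18 h cell attachment at 37 °C, then 6 h compound exposure; signal: glow luminescence from Steady-Glo reagent; medium: serum-containing F12 medium, 10% FBS; benchmarks: tunicamycin 10 µg/mL and vehicle-only wells; read-out: percent activation relative to tunicamycin reference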
# tim10-1 inh = inhibits growth of tim10-1 mutant yeast. S. cerevisiae tim10-1 ts strain growth, BacTiter-Glo, 24 h. inhibition, % at 20 µM. 330,000 compounds, 2.2% hits;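 active = inhibition of at least 40%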;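 also: mutant grown at 25 °C; 0% = DMSO wells with yeast and 100% = wells holding no yeast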
# CHOP UPR activ = apoptotic UPR (CHOP) activation | CHO-CHOP luciferase reporter, luminescence; percent of tunicamycin response over DMSO baseline | activation, % at 10 µM | 330,000 compounds, 0.34% hits | AID 449763;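 active = at 10 µM dose, activation of 40% or more, normalized to positive control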;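 also: 100% = tunicamycin at 10 µg/mL and 0% = DMSO alone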
#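 assay system = CHO CHOP reporter cells | amount = 500 CHO-CHOP cells per well | buffer or medium = F12 with 10% FBS | incubation = 16-18 h cell attachment, then 6 h compound exposure, 37 °C | detection = luminescence read with Steady-Glo | read-out = percent activation relative to tunicamycin control | controls = tunicamycin high control, DMSO low control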
# GRIN3A LBD mod = modulates the human NR3A ligand-binding domain | Tm shift relative to glycine control, % at 25 µM | AID 1259313 | NR3A LBD differential scanning fluorimetry, Tm shift; 0% = protein alone, 100% = glycine-bound protein | 340,000 compounds, 2.5% hits;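 active = melting temperature shift of at least 10% of the positive control shift, at one fixed dose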
# tim23-1 inh = growth inhibitors of tim23-1 mutant yeast. S. cerevisiae tim23-1 growth, BacTiter-Glo luminescence, 24 h. inhibition, % at 20 µM. 330,000 compounds, 1.3% hits;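 active = growth inhibition of the mutant yeast at or above 50%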;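 also: temperature-sensitive mutant grown at 25 °C; plate controls were DMSO-treated mutant yeast for no effect and medium wells lacking yeast for full effect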
# Starred values were filed as active, the others as inactive; · = no result given.
Molecule	NLRP3 yeast inh	TIM10 inh	Mdm2 MdmX PPI	APJ ag	XBP1 UPR activ	tim10-1 inh	CHOP UPR activ	GRIN3A LBD mod	tim23-1 inh
Cc1cc2ccccc2c(=O)n1CC(=O)N1CCN(c2cccc(Cl)c2)CC1	-2	-5	24	3	-2	-5	1.7	3	4
CCOC(=O)c1c(NC(=O)COC(=O)c2ccccc2NC)sc(C(=O)N(C)C)c1C	23	8	12	1	3	0	2.7	7	18
CC(C)CNC(=O)c1cc(-c2ccc(Cl)c(Cl)c2)on1	7	-6	-38	-2	2	4	2.6	1	-8
COc1cc2c(cc1OC)-c1nnc(-c3ccco3)n1C1(CCCC1)C2	5	-8	16	-1	4	-4	0.3	0	7
O=C(c1cc2c(s1)CCCC2)N1CCN(c2ccccc2)CC1	9	7	-19	-2	1	23	2.5	1	8
C[C@@H]1O[C@@H](OC2C(O)C(OCCc3ccc(O)c(O)c3)OC(CO)C2OC(=O)/C=C/c2ccc(O)c(O)c2)[C@H](O)[C@H](O)[C@H]1O (stereo partly specified)	13	-5	26	-6	-1	-1	1.9	·	8
COc1ccc(/C=N/NC(=O)c2ccc(C)cc2)cc1CN1CCN(c2ccc(F)cc2)CC1	19	3	-25	-4	-1	27	0.8	-1	19
Cc1ccccc1Cn1cc(NC(=O)c2cc(-c3ccco3)on2)cn1	11	-13	0	-5	7	-8	3.8	-1	-14
COc1ccc2cc3cc(C(=O)NCc4cccnc4)oc3nc2c1	0	21	1	-2	3	-5	2.5	-3	19
CCNC(=O)NC(=O)CSc1cccc(C(F)(F)F)c1	-3	-2	-11	2	0	29	-3.2	0	9
CCCc1cc(=O)[nH]c(Nc2ccc(OC)c(Cl)c2)n1	6	13	9	-4	-1	13	-1.9	-1	-20
COc1ccc(/C=N/NC(=O)c2ccco2)cc1OCc1ccccc1	29	13	14	-2	1	8	1.1	-4	29
CCOC(=O)C1CCN(S(=O)(=O)c2cc3c(cc2C)NC(=O)CO3)CC1	-5	5	7	-5	2	24	0.1	2	6
CN(c1ccc(C(=O)NC2CCCC2)cc1)S(=O)(=O)c1ccc(Cl)cc1	36	-12	19	-3	0	-23	7.6	-1	-2
O=C(/C=C/c1ccc(S(=O)(=O)N2CCOCC2)cc1)NCc1ccccc1Cl	1	-11	11	3	1	20	2.0	-5	10
CCCCCSc1nc(C)c(CC(=O)O)c(=O)[nH]1	9	8	-8	2	-3	11	0.4	2	8
c1cnc2c(OCc3nc4ccccc4[nH]3)cccc2c1	14	-25	-74	0	5	17	1.5	-2	-9
O=C(CCc1nnc2ccc(N3CCCC3)nn12)Nc1ccc(F)c(F)c1	3	5	0	1	-2	9	1.4	-1	-2
COc1cccc(NC(=O)CSc2nc3ccccc3c(=O)n2CCCC(=O)NCCCN2CCOCC2)c1	0	2	22	-2	-3	-2	-1.0	0	19
CCCc1n[nH]c2c1/C(=N/O)CC(c1ccccc1)C2 (stereo unspecified)	7	-13	1	-3	6	9	-1.0	3	4

# An excerpt of these results, with two lines to a compound:
# Under each structure – NLRP3 yeast inh | TIM10 inh | Mdm2 MdmX PPI | APJ ag | XBP1 UPR activ | tim10-1 inh | CHOP UPR activ | GRIN3A LBD mod | tim23-1 inh
COc1ccc2cc3cc(C(=O)NCc4cccnc4)oc3nc2c1
    0 | 21 | 1 | -2 | 3 | -5 | 2.5 | -3 | 19
CCOC(=O)C1CCN(S(=O)(=O)c2cc3c(cc2C)NC(=O)CO3)CC1
    -5 | 5 | 7 | -5 | 2 | 24 | 0.1 | 2 | 6
COc1cc2c(cc1OC)-c1nnc(-c3ccco3)n1C1(CCCC1)C2
    5 | -8 | 16 | -1 | 4 | -4 | 0.3 | 0 | 7
COc1ccc(/C=N/NC(=O)c2ccc(C)cc2)cc1CN1CCN(c2ccc(F)cc2)CC1
    19 | 3 | -25 | -4 | -1 | 27 | 0.8 | -1 | 19
CCOC(=O)c1c(NC(=O)COC(=O)c2ccccc2NC)sc(C(=O)N(C)C)c1C
    23 | 8 | 12 | 1 | 3 | 0 | 2.7 | 7 | 18

# Continuation.
Molecule	NLRP3 yeast inh	TIM10 inh	Mdm2 MdmX PPI	APJ ag	XBP1 UPR activ	tim10-1 inh	CHOP UPR activ	GRIN3A LBD mod	tim23-1 inh
O=C(CCNC(=O)c1ccc(Br)o1)NCc1ccccn1	-1	1	14	-2	-1	1	0.4	1	0
CC(Sc1nc2ccccc2c(=O)n1C)C(=O)Nc1ccc2c(c1)OCCO2 (stereo unspecified)	4	7	18	6	-1	5	3.7	1	8
COCCn1c(=S)[nH]c2sc3c(c2c1=O)CCCC3	7	4	19	-3	-1	-2	-1.4	1	13
O=C(NCCc1ccccc1)c1nc2c(nnn2Cc2ccccc2Cl)c(=O)[nH]1	8	29	2	-3	3	13	1.1	-2	40
OCCC1CN(Cc2nc(-c3ccccc3)cs2)CCN1Cc1ccc(F)cc1 (stereo unspecified)	12	20	7	-1	-5	23	-1.3	-1	7
CC(C)N(CCCNC(=O)c1nn(C)c2c1CS(=O)(=O)c1ccccc1-2)Cc1ccccc1	5	13	21	-2	-2	14	2.3	-1	13
O=C(Nc1ccccn1)c1csc2c1CCCC2	20	21	-72	-1	0	44*	5.0	-2	14
CSc1ncccc1C(=O)OCC(=O)NC1CCCc2ccccc21 (stereo unspecified)	8	-5	22	-3	-1	4	-1.3	0	7
O=C(/C(Br)=C/Nc1cc(Cl)ccc1Cl)C(F)(F)F	1	10	1	1	0	8	0.8	-3	13
COc1ccc(/C=C/C(=O)OC2CCCN(C)C2)cc1 (stereo unspecified)	7	7	-3	1	4	10	1.9	1	-6
On1c(-c2ccccc2)nc2ncccc21	23	7	-26	-1	-1	-8	0.4	1	0
CCOC(=O)c1cc(OC(=O)c2ccccc2Br)n(-c2ccccc2)n1	4	9	8	-2	0	-2	-1.3	-1	14
Cc1ccc(N2C(=O)N(CC(=O)Nc3ccc([N+](=O)[O-])cc3)C(=O)C2C)cc1 (stereo unspecified)	14	-1	9	-2	3	-10	1.7	-1	12
CC(C)c1cc(CN2CCN(C3CCCC3)C(CCO)C2)[nH]n1 (stereo unspecified)	8	-1	-12	-4	-1	8	1.0	1	8
Cc1ccc(-c2cc(C(=O)Nc3ccccc3C(N)=O)c3ccccc3n2)o1	13	24	29	-5	2	22	3.2	2	25
CC(=O)c1cc(-c2ccc(F)cc2)n(CCC(=O)NC(C)(C)C)c1C	5	17	-5	1	-1	18	-1.5	0	11
CC(C)Nc1ncnc2c1cnn2-c1ccc(Cl)cc1	45	-11	15	0	-4	36	-0.2	-5	48
Cc1csc(N2CCc3ccccc32)n1	3	-10	-8	6	4	9	1.7	1	16
Cc1ccc(C)c(N2CCN(S(=O)(=O)c3c(C)[nH]c(C)c3C(=O)N3CCCCC3)CC2)c1	4	3	4	-1	-4	-3	0.0	-1	3
COc1cccc(C(=O)NCc2ccco2)c1	14	-7	13	2	-4	-3	-0.4	2	-1

# tim10-1 inh, hit marks shown above
compound	NLRP3 yeast inh	Mdm2 MdmX PPI	APJ ag	XBP1 UPR activ	tim10-1 inh	GRIN3A LBD mod
O=C(Nc1ccccn1)c1csc2c1CCCC2	20	-72	-1	0	44*	-2

# Going on with the list:
Molecule	NLRP3 yeast inh	TIM10 inh	Mdm2 MdmX PPI	APJ ag	XBP1 UPR activ	tim10-1 inh	CHOP UPR activ	GRIN3A LBD mod	tim23-1 inh
COc1ccc(S(=O)(=O)CCc2nnc(NC(=O)c3cccs3)s2)cc1	4	-12	12	-3	-1	13	-1.5	-1	-28
Cc1cccc(NS(=O)(=O)c2cn(C)c(=O)n(C)c2=O)c1C	12	-9	-33	0	0	-2	1.8	0	6
O=C(CSc1ccc2nnc(-c3ccccn3)n2n1)NCc1ccc2c(c1)OCO2	7	-6	3	-3	-2	21	0.5	-1	8
CCc1cccc(CC)c1NC(=O)c1cccc(S(=O)(=O)N2CCN(C)CC2)c1	-4	6	4	8	-2	-10	0.4	-2	0
CC1Cc2ccccc2N1C(=O)Cc1cccs1 (stereo unspecified)	15	10	-10	-1	1	5	-0.2	-1	15
CN(C)S(=O)(=O)c1cccc(NC(=O)CCNC(=O)c2ccccc2Cl)c1	-8	-10	20	-3	1	17	-0.3	-2	9
O=C(CSc1nnc2ccccn12)NNC(=O)c1ccc(F)cc1	-10	-2	-8	3	-2	15	-1.6	1	13
O=C1CCc2cc(S(=O)(=O)N3CCN(c4ccc(F)cc4)CC3)cc3c2N1CC3	28	-1	3	10	-2	5	-1.8	0	7
Cc1nn(C2CCS(=O)(=O)C2)c(Cl)c1/C=C/C(=O)OCC(=O)N(C)C (stereo unspecified)	0	11	-28	-9	-2	13	1.1	0	1
CS(=O)(=O)c1nc(S(=O)(=O)c2ccc(Cl)cc2)c(N2CCOCC2)s1	15	18	57*	-3	-2	13	1.7	-1	23
O=C1NC(=S)N/C1=C/c1cc2c(cc1[N+](=O)[O-])OCO2	10	-7	55*	-2	-4	-3	1.7	-2	0
Cn1c(SCC(=O)N2CCN(c3ccccc3)CC2)nnc1-c1c[nH]c2ccccc12	0	-4	32	-5	0	-1	-1.2	4	4
Cc1nnc(NC(=O)CSc2nnc(NC(=O)C(C)(C)C)s2)s1	17	1	12	0	1	-16	-1.9	-1	-14
C=CCNC(=S)NNc1nc(N2CCCC2)nc(N2CCCC2)n1	18	4	-4	-4	-7	-2	0.2	0	-6
COC(=O)CCC(NC(=O)c1cc(C)oc1C)C(=O)OC (stereo unspecified)	10	0	10	1	1	-3	0.3	2	-1
CC(C)(C)NC(=O)COC(=O)c1ccc(S(=O)(=O)N2CCCCCC2)cc1	12	6	-13	-2	-2	6	-0.7	-2	11
CCOC1(OCC)C(c2ccc(N)cc2)C(C#N)(C#N)C1(OCC)OCC (stereo unspecified)	-6	39	13	-3	0	42*	0.0	0	44
c1csc(-n2nc3ccccc3n2)c1	17	-14	27	-1	-3	-28	1.5	3	-15
N#Cc1ccccc1Cn1c(=O)oc2ccccc21	-8	4	-17	-1	-2	2	2.4	2	5
